High-throughput results as filed in PubChem BioAssay.
ATXN2 expr inh = reduces ATXN2 reporter expression in HEK-293 cells | HEK-293 ATXN2-luciferase reporter, luminescence, 24 h | AID 1745845 | 360,000 compounds, 0.72% hits | Potency, µM (series often up to 57 µM), inactives show top-dose activity change, negative = inhibition, hits mostly inhibitors; note: potency is the fitted concentration of half-maximal effect; % is set by controls: 0 for no effect and ±100 for the full control effect; nearly all actives have a fitted effect of over 55% in size
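ATXN2-luciferase reporter cells (luciferase flanked by upstream and downstream ATXN2 gene portions) were treated 24 h at 37 °C with compounds at up to 57 uM. SteadyGlo luminescence gave expression; GF-AFC fluorescence gave viability.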
KB-V1 cytotox = kills drug-selected multidrug resistant KB-V1 cells; KB-V1 MDR cells viability, CellTiter-Glo, 72 h; Potency, µM (series often up to 46.1 µM), inactives show at the top dose activity change, negative = cytotoxicity, hits mostly cytotoxic; 400,000 compounds, 3.4% hits; AID 1347076; note: potency is the fitted concentration of half-maximal effect; % is set by controls: 0 for no effect and ±100 for the full control effect; nearly all actives have a fitted effect of over 60% in size
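Cytotoxicity toward P-gp-expressing KB-V1 cells was determined as loss of CellTiter-Glo luminescence after 72 h at 37 degrees C. Compounds were tested in quantitative HTS format across a concentration range, with curves fitted to normalized data.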
HT1080-NT tox = kills 2HG-producing HT-1080-NT fibrosarcoma cells. HT-1080-NT fibrosarcoma viability, CellTiter-Glo ATP luminescence, 48 h. Potency, µM (doses to about 46.1 µM), inactives show at the top dose activity, negative = less viability, usual class: cytotoxic. 360,000 compounds, 1.6% hits. AID 686970;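 note: NT is the 2HG producing partner of a matched IDH1 knockdown line; potency is the fitted concentration of half-maximal effect; 0% = DMSO-treated cells and -100% = media-only wells without cells; nearly all actives have a fitted effect of over 55% in size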
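HT-1080-NT fibrosarcoma cells (2HG-overproducing), 750 cells/well in RPMI with 5% FBS, dosed after 2 h and incubated 48 h at 37C. CellTiter-Glo luminescence normalized to DMSO and no-cell wells; concentration-response curves fitted and classed.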
IL1B secr inh = inflammasome signaling inhibition, IL-1 beta readout; AID 743279; THP-1 LPS/ATP IL-1B secretion, AlphaLISA, 16 h; active compounds read low; 360,000 compounds, 4.7% hits; activity change, % at 57.5 µM; in the data active = activity change below about -50%; inconclusive = mostly about -30% to -49%; note: % is set by controls: 0 for no effect and ±100 for the full control effect
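Secreted IL-1B measured by AlphaLISA bead assay after 16 h compound exposure of THP-1 cells; compounds (final up to 57.5 uM) added 1 h before LPS (250 ng/mL) and ATP (1.25 mM) stimulation; lower signal means less secretion.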
ATXN viability = viability counter-screen for ATXN expression inhibitors. S2 cells (HEK-293 line with an ATXN2-luciferase reporter) viability, CellTiter-Fluor protease fluorescence, 24 h. Potency, µM (highest dose often 56.7 µM), usual class: cytotoxic. 400,000 compounds, 0.49% hits. AID 651635; note: potency is the fitted concentration of half-maximal effect; nearly all actives have a fitted effect of over 40% in size
HT1080 IDH1KD tx = toxicity to HT-1080 IDH1 knockdown cells (counter line) | Potency, µM (titrated, usually from 46.1 µM), for inactives: at the highest dose activity, negative = toxicity, actives largely listed as cytotoxic | 360,000 compounds, 2% hits | HT-1080 IDH1 knockdown viability, ATP luminescence, 48 h | AID 686971;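 note: potency is the fitted concentration of half-maximal effect; 0% = DMSO wells and -100% = cell-free medium wells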
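Cytotoxicity counter-line: IDH1KD HT-1080, 48 h, CellTiter-Glo. Curves classed by r2, magnitude and activity.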
SW480 rerep = DNA re-replication induction in SW480 cells; SW480 DNA re-replication, Hoechst DNA content imaging, 48 h; Potency, µM (doses to about 46.1 µM), for the others: at the top dose re-replication activation, hits mostly activators; 340,000 compounds, 1.8% hits; AID 624297; note: potency is the fitted concentration of half-maximal effect; % of control where 0% means no effect; nearly all actives have a fitted effect of over 55% in size
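Image-based read-out: total Hoechst fluorescence of nuclei (405 nm excitation, 500-530 nm emission), with hits raising the fraction of high-intensity nuclei. SW480 colon cells incubated 48 hr with compounds at 37 C.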
KB-3-1 cytotox = KB-3-1 parental cell cytotoxicity; 400,000 compounds, 1.4% hits; AID 1347075; Potency, µM (titrated, usually from 46.1 µM), for the others: at the top dose activity change, negative = cytotoxic, usual class: cytotoxic; KB-3-1 viability, CellTiter-Glo ATP luminescence, 72 h; note: potency is the fitted concentration of half-maximal effect; % is set by controls: 0 for no effect and ±100 for the full control effect; nearly all actives have a fitted effect of over 60% in size
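Screening of KB-3-1 cells (DMEM, 10% FBS, phenol-red free) ran from lowest to highest compound concentration; after 72 h at 37 °C viability was read luminescently and curves fitted.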
MCF10A rereplic = inducers of DNA re-replication in MCF 10A breast cells | MCF 10A DNA re-replication, Hoechst nuclear intensity, 48 h | Potency, µM (titrated, usually from 46.1 µM), inactives show at the top dose activity, positive = re-replication, hits mostly activators | 350,000 compounds, 2.9% hits; note: potency is the fitted concentration of half-maximal effect; % of control where 0% means no effect; nearly all actives have a fitted effect of over 50% in size
Active calls of the source: *; i = inactive; ? = inconclusive; . = not tested or not shown; [ ] = dose if it differs, or a comment. Unless noted, calls come from the whole dose curve; as a rule, active = well fitted curve in the direction sought with a large enough effect; inconclusive = small, poorly fitted or top-dose-only effect, or another doubt; inactive = no such curve, though single readings can be large; an effect the other way counts as inactive or inconclusive. Random draw from the library; 11% or so of the library scored in one or more.

The opening 8 compounds as a preview:
no.	molecule	ATXN2 expr inh	KB-V1 cytotox	HT1080-NT tox	IL1B secr inh	ATXN viability	HT1080 IDH1KD tx	SW480 rerep	KB-3-1 cytotox	MCF10A rereplic
1	COc1cc2c(cc1OC)C1C(C(=O)Nc3ccccc3N3CCN(C)CC3)c3ccccc3C(=O)N1CC2 (stereo not given)	.	3%	-9%	-15	?	-2%	-37%[inhibitor]	-8%	-1%
2	CC1(C)OC(=O)C2=C(C[C@@H](C3CCCC3)O[C@H]2CCc2cccc(Cl)c2)O1	15%	?	17%	43	i	2%	.	0%	.
3	CC(OC(=O)CCN=C1NS(=O)(=O)c2ccccc21)C(=O)NC1CCCCC1C (stereo not given)	-8%	-15%	-2%	2	i	2%	-8%	-1%	0%
4	N#Cc1c(SCC(=O)Nc2cccc(F)c2)sc2c(O)cc(=O)[nH]c12	1%	0%	18%	8	i	13%	-5%	4%	-6%
5	COc1ccc(-c2c(C(F)(F)F)nn(C)c2NC(=O)c2cccnc2)cc1	2%	-25%	1%	13	?	-5%	-28%	19%	?
6	COc1ccc(OC)c(C(=O)CSc2nc3c(c(=O)n(C)c(=O)n3C)n2C(C)C)c1	1%	?	18%	15	i	-7%	2%	8%	7%
7	Cc1cc(C)nc(Nc2ncc(O)n2-c2ccc(C)c(C)c2)n1	-9%	12µM*	6%	8	i	?	-1%	15%	15%
8	CCCN(CC(=O)Nc1ccccc1C)C(=O)C1CCN(C(=O)Nc2ccccc2)CC1	2%	?	0%	4	i	0%	1%	0%	11%

The listing, repeating the preview:
no.	molecule	ATXN2 expr inh	KB-V1 cytotox	HT1080-NT tox	IL1B secr inh	ATXN viability	HT1080 IDH1KD tx	SW480 rerep	KB-3-1 cytotox	MCF10A rereplic
1	COc1cc2c(cc1OC)C1C(C(=O)Nc3ccccc3N3CCN(C)CC3)c3ccccc3C(=O)N1CC2 (stereo not given)	.	3%	-9%	-15	?	-2%	-37%[inhibitor]	-8%	-1%
2	CC1(C)OC(=O)C2=C(C[C@@H](C3CCCC3)O[C@H]2CCc2cccc(Cl)c2)O1	15%	?	17%	43	i	2%	.	0%	.
3	CC(OC(=O)CCN=C1NS(=O)(=O)c2ccccc21)C(=O)NC1CCCCC1C (stereo not given)	-8%	-15%	-2%	2	i	2%	-8%	-1%	0%
4	N#Cc1c(SCC(=O)Nc2cccc(F)c2)sc2c(O)cc(=O)[nH]c12	1%	0%	18%	8	i	13%	-5%	4%	-6%
5	COc1ccc(-c2c(C(F)(F)F)nn(C)c2NC(=O)c2cccnc2)cc1	2%	-25%	1%	13	?	-5%	-28%	19%	?
6	COc1ccc(OC)c(C(=O)CSc2nc3c(c(=O)n(C)c(=O)n3C)n2C(C)C)c1	1%	?	18%	15	i	-7%	2%	8%	7%
7	Cc1cc(C)nc(Nc2ncc(O)n2-c2ccc(C)c(C)c2)n1	-9%	12µM*	6%	8	i	?	-1%	15%	15%
8	CCCN(CC(=O)Nc1ccccc1C)C(=O)C1CCN(C(=O)Nc2ccccc2)CC1	2%	?	0%	4	i	0%	1%	0%	11%
9	Cc1ccc(Cn2cnc3nc4c(cc3c2=O)CCCC4)cc1	30%	-10%	.	.	i	.	.	-3%	.
10	Cc1oc2ccc(O)c(CN3CCN(C)CC3)c2c1C(=O)Nc1ccc(C(C)C)cc1	-8%	-14%	.	.	i	.	.	-10%	.
11	CCN1CCc2c(sc(N)c2C(N)=O)C1	-5%	-3%	-7%	-2	i	-2%	?	-5%	-2%
12	COC(=O)C1=C(C)N(Cc2ccccc2)C(=NCc2ccco2)N[C@H]1c1cccc(F)c1	-5%	5%	-1%	?	?	2%	-4%	-10%	10%
13	CC1Sc2ccc(S(=O)(=O)N3CCC(C(N)=O)CC3)cc2NC1=O (stereo not given)	3%	0%	2%	9	i	1%	?	0%	4%
14	COc1ccc(C(=O)Nc2cc(-c3nc4ccccc4s3)ccc2OC)cc1	3%	-13%	.	.	i	.	.	?	.
15	COc1cc(C(=O)NCc2nnc(SCC(=O)c3ccc(Cl)cc3)o2)cc(OC)c1OC	.	-4%	-2%	9	i	1%	-21%	1%	11%
16	Cc1ccc(C2=Nc3ccccc3N(CC(=O)Nc3ccccc3F)C(=O)C2)cc1C	-11%	?	.	.	?	.	.	-5%	.
17	Cc1ccccc1/C=N/N=C1/NC(=O)CCS1	-5%	?	15%	.	i	9%	0%	2%	-10%
18	Cc1ncc(CO)c(/C=N/NC(=O)c2cccc(S(=O)(=O)N3CCCC3)c2)c1O	?	10%	?	64	i	?	?	?	26%
19	Cc1cccc(-n2nnnc2SCC(=O)c2cc(C)n(CC3CCCO3)c2C)c1 (stereo not given)	54%[activator]	?	-18%	53	i	-4%	-2%	0%	13%
20	CCc1ccccc1NC(=O)C1CC(c2ccc(F)cc2)=NO1 (stereo not given)	2%	-2%	12%	11	i	10%	-6%	13%	18%
21	CCN1CCN(CCCNC(=O)c2ccc3c(=O)n(CCc4ccccc4)c(=O)[nH]c3c2)CC1	-5%	0%	-1%	20	i	-2%	-3%	-1%	5%
22	CCOC(=O)CNC(=O)CSc1ncnc2c1cnn2-c1ccccc1	3%	-4%	?	-4	i	?	3%	-28%	0%
23	Cc1ccsc1CN(C)CC(=O)N(C)CC(=O)Nc1c(Cl)cccc1Cl	.	?	1%	-5	i	5%	.	0%	.
24	CCOC(=O)c1nc(NCc2ccccc2)c2ccccc2n1	-9%	-25%	4%	35	i	1%	5%	7%	23%
25	CCC(C)(NC(=O)c1cccc(N2C(=O)CSC2c2ccccc2)c1)C(=O)Nc1ccccc1C (stereo not given)	-5%	2%	10%	0	i	2%	-2%	-2%	-2%
26	COC(=O)c1ccc(CSc2ccccc2NC(=S)Nc2cccc(C(F)(F)F)c2)o1	.	?	-15%	18	i	?	.	0%	.
27	O=C(O)CCCC(=O)Nc1ccccc1C(=O)N1CCOCC1	-2%	-19%	-1%	-15	i	-3%	6%	-5%	8%
28	Cc1cc(C)n2nc(SCc3ccccc3C(=O)O)nc2n1	2%	-10%	2%	-18	i	-1%	-11%	-60%	-5%
29	CC1=NNC(=O)C1Cc1c(Cl)cccc1Cl (stereo not given)	10%	20%	-5%	4	i	7%	1%	-2%	23%
30	CC1(C)CC(NC(=O)C2CCN(S(=O)(=O)c3ccccc3C(F)(F)F)CC2)CC(C)(C)N1	9%	.	-5%	4	i	-3%	-2%	.	6%
31	O=C(Nc1ccc(C(=O)O)cc1)/C(=C\c1ccco1)NC(=O)c1ccccc1	-15%	-10%	0%	-6	i	-1%	-6%	3%	11%
32	COc1ccccc1/C=N/n1c(N)c(S(=O)(=O)c2cccs2)c2nc3ccccc3nc21	.	13%	-8%	5	.	2%	-12%	2%	2%
33	O=C1c2ccccc2C(=O)N1CSc1nnc(Nc2ccccc2)s1	-18%	0%	21%	-17	?	?	-4%	7%	-5%
34	COc1ccc(-c2coc3cc(O[C@@H]4O[C@H](CO)[C@@H](O)[C@H](O)[C@H]4O)c(OC)cc3c2=O)cc1	50%[activator]	9%	13%	3	i	3%	-7%	3%	23%
35	Cc1c(NC2=CC(=O)CC(C)(C)C2)c(=O)n(-c2ccccc2)n1C	-6%	-3%	-4%	8	i	0%	-12%	-3%	0%
36	COc1ccc(-c2nc3ncccn3c2Nc2ccccc2)cc1	-36%[11.3 µM]	?	0%	-21	.	0%	?	0%	-2%
37	COc1ccc(C(CNC(=O)CN2C(=O)NC3(CCCC3)C2=O)N(C)C)cc1 (stereo not given)	8%	15%	13%	7	i	-2%	3%	1%	0%
38	CNC(=S)c1cc(C(C)(C)C)c(O)c(C(C)(C)C)c1	5%	-2%	1%	-2	i	-7%	0%	-6%	3%
39	CCc1ccc(CN2C(=O)c3ccccc3C2C(=O)NCC2CCCO2)cc1 (stereo not given)	4%	?	8%	-21	?	5%	1%	9%	-10%
40	Cc1ccc(C)n1CCN1CCN(S(=O)(=O)c2ccc(F)cc2F)CC1	-16%	-14%	-7%	-17	i	-13%	-2%	-15%	9%
41	Cc1onc(-c2c(F)cccc2Cl)c1C(=O)N1CCc2ccccc2C1	1%	7%	-1%	12	?	3%	-1%	-2%	-1%
42	O=C(NCc1ccc2c(c1)OCO2)C1CCCN(S(=O)(=O)c2cccc3nonc23)C1 (stereo not given)	8%	-7%	-4%	-5	i	-8%	-4%	2%	-4%
43	O=C(N/N=C/c1cccnc1)c1cc(-c2ccccc2OCc2ccccc2)n[nH]1	-3%	?	?	-23	i	?	?	?	15µM*
44	COc1ccc(/C=C/C(=O)NC(=S)NNC(=O)[C@H]2C[C@@H]2c2ccccc2)cc1OC	-7%	-17%	-12%	71	i	-15%	?	-10%	-1%
45	O=C(NCCCN1CCOCC1)c1cc(Cl)ccc1[N+](=O)[O-]	1%	9%	15%	0	i	17%	-1%	7%	?
